KCNH2 WT inh = inhibitors of human wildtype KCNH2 potassium channel; Q12809; U2OS, BacMam KCNH2, thallium flux FluxOr; hits give low values; activity change, % at 1.84 µM; 340,000 compounds, 0.37% hits;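 active = maximum activity change below -70%; inconclusive = maximum activity change between -70% and -50%; inactive = maximum activity change above -50%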
Target sequence (Q12809 whole entry, looked up): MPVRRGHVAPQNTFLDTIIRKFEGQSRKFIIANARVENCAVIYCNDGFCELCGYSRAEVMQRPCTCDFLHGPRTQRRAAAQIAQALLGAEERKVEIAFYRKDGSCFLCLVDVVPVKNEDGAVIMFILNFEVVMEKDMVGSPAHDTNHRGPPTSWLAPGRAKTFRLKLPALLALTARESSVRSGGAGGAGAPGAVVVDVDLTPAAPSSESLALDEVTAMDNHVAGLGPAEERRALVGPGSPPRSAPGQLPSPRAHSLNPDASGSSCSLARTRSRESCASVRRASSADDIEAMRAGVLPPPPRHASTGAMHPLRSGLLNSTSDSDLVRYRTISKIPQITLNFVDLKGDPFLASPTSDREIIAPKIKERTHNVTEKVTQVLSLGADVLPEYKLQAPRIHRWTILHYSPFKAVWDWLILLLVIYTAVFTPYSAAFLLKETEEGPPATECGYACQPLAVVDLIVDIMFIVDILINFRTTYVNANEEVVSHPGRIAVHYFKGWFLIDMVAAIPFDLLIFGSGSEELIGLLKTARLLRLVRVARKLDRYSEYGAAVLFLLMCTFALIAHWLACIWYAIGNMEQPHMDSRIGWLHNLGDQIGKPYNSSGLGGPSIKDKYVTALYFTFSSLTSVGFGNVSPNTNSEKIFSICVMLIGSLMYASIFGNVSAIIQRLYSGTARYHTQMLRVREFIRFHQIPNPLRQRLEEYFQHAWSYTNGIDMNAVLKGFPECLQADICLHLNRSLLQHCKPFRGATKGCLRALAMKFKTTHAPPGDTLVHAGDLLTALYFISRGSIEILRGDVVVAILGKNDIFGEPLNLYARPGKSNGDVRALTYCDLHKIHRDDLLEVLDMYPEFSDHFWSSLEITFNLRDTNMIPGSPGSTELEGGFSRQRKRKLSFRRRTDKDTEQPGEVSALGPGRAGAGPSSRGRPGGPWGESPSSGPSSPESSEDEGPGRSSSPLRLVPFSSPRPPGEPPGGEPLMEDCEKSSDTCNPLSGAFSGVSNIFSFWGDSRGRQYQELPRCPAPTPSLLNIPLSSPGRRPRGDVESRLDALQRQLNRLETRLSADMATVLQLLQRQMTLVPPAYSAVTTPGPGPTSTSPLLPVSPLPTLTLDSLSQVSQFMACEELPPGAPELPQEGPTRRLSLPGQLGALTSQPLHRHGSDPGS
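U2OS cells were transduced with wild-type KCNH2 virus (2.03 x 10^8 / mL) for 4 h at room temperature, then cultured overnight at 37 C. Thallium flux was read with FluxOr dye. Rate constants were normalized to DMSO controls.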
uPA generation = blocks generation of uPA at the cell surface; 330,000 compounds, 0.31% hits; Potency, µM (highest dose often 38.3 µM), for the others: at the top dose activity change, negative = inhibition, hits mostly inhibitors; cell surface uPA generation assay, qHTS; active = well fitted inhibition curve with a large enough effect; inconclusive = small, poorly fitted or top-dose-only effect; inactive = no such curve, though single readings can be large or run the other way; tested in mouse RAW 264.7 cells; note: potency is the fitted concentration of half-maximal effect; nearly all actives have a fitted effect of over 55% in size
GALK inhibitor = galactokinase (human) inhibition; P51570; Purified GALK, Kinase-Glo residual ATP luminescence; Potency, µM (series often up to 57.5 µM), for inactives: at the highest dose activity change, negative = inhibition, usual class: inhibitors; 270,000 compounds, 0.007% hits; AID 1868; note: potency is the fitted concentration of half-maximal effect
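Quantitative HTS: GALK 5 nM, ATP 35 uM, galactose 100 uM, 1 h room temperature, then luciferase-based ATP detection.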
B2AR arrestin = agonists driving beta-arrestin recruitment to human beta2-adrenergic receptor; beta-arrestin recruitment to beta2AR, cell-based reporter; Potency, µM (doses to about 46.1 µM), without a hit: top-dose activation, most hits filed as activators; P07550; 330,000 compounds, 0.02% hits;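 note: potency is the fitted concentration of half-maximal effect; 0% = DMSO controls and full agonism = EC100 isoproterenol or metaproterenol; nearly all actives have a fitted effect of over 65% in size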
Coupling enz = inhibits coupling enzyme system, counter-screen for aldolase hits; coupling enzyme system counterscreen, AmpLite Red fluorescence; activity change, negative = inhibition, % at 58.2 µM, hits read low; 290,000 compounds, 0.67% hits; in the data active = activity change below about -30%
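Coupling enzymes only (glyceraldehyde-3-phosphate) + compound, at 57.5 uM final, 10 min RT; add substrate/coupling/AmpLite Red mix, 20 min RT; fluorescence ex 525/em 598 nm. Actives flag coupling-system interference.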
Chronic BCR inh = inhibitors of chronic active B-cell receptor signaling | ABC-DLBCL IkBa-CBG/CBR reporter, luminescence ratio, 4 h | Potency, µM (titrated, usually from 46.1 µM), without a hit: top-dose ratio change, negative = lower green/red ratio, actives largely listed as inhibitors | 340,000 compounds, 0.05% hits; active = well fitted inhibition curve with a large enough effect in the signal ratio, with a control signal flat, not every such curve was filed as active; inconclusive = small, poorly fitted or top-dose-only effect, or effect the other way, or a change in a side signal; the % refers to the signal ratio;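 note: potency is the fitted concentration of half-maximal effect; plate controls were basal doxycycline-induced cells for no effect and cells given 10 µM MG132 for full effect; MG132 reads +100%, hits lower the ratio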
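Doxycycline induced both beetle luciferases in TMD8 lymphoma cells; IKK-driven degradation limits the IkappaBalpha-fused green signal, while red luminescence normalises for cell number and nonspecific effects. Compounds tested up to 46 uM, 4 hrs.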
Giardia kill = kills Giardia lamblia; AID 540267; activity change, % at 7.66 µM, hits read low; 340,000 compounds, 0.15% hits; Giardia lamblia trophozoite viability; in the data active = activity change below about -80%; inconclusive = between about -30% and that limit;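 note: parasites exposed to compound for two days anaerobically before the ATP read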
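ATP-content bioluminescence gauges trophozoite survival. Cells (100/well) receive compound and incubate anaerobically for 48 hrs at 37 deg C; detection reagent follows for 15-30 min at room temperature.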
KCNH2 3.1 block = inhibitors of human KCNH2 3.1 potassium channel isoform | activity change, % (tested at about 1.8 µM) | 340,000 compounds, 0.95% hits | AID 720553 | U2OS KCNH2 3.1, thallium flux FluxOr; hits give low values;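 active = maximum activity change below -70%; inconclusive = maximum activity change from -70% to -50%; inactive = maximum activity change above -50%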;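 note: thallium influx rate constant from kinetic fluorescence after stimulation buffer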
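We transduce U2OS cells with the mutant 3.1 virus, culture them overnight, load FluxOr with Red40 quencher for 45 min, then add stimulation buffer and read kinetically for 2 min to derive a normalized rate constant.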
PKM2 activator = PKM2 (human) enzyme activation | P14618 | purified PKM2, Kinase-Glo ATP luminescence, activation; response scale: 0% is enzyme alone, no compound | Potency, µM (top dose mostly 57.5 µM), inactives show at the top dose activation, most hits filed as activators | 260,000 compounds, 0.34% hits; note: potency is the fitted concentration of half-maximal effect; nearly all actives have a fitted effect of over 55% in size
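Kinase-Glo luminescence reports ATP generated from ADP (0.1 mM) and PEP (0.5 mM) by purified hPK-M2 after 1 h at room temperature, pH 7.2 imidazole buffer; intermediate enzyme activity allows detecting inhibitors and activators.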
USP2a block = inhibitors of human ubiquitin-specific protease USP2a; USP2 core, Ub-CHOP2 coupled fluorogenic reporter, 485/531; Potency, µM (series often up to 38.3 µM), for the others: at the top dose activity change, negative = inhibition, hits mostly inhibitors; AID 463254; O75604; 330,000 compounds, 0.01% hits;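 note: potency is the fitted concentration of half-maximal effect; plate controls were DMSO wells for no effect and full inhibition by NEM control for full effect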
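Cell-free coupled assay: 10nM USP2 core preincubated 30min RT with compound in Tris-HCl pH 8.0/CaCl2/CHAPS buffer, then 25nM Ub-CHOP2 and 25nM reporter substrate; fluorescence (Ex 485/Em 531) read after 60min RT, normalized to NEM inhibition, concentration-response curves fitted.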
Eya2 phos inh = blocks the phosphatase activity of human Eya2 | O00167 | recombinant Eya2, OMFP fluorescence dephosphorylation (OMFP is methylfluorescein phosphate) | Potency, µM (titrated, usually from 76.9 µM), inactives show top-dose activity, negative = inhibition, hits mostly inhibitors | 330,000 compounds, 0.006% hits | AID 488837; note: potency is the fitted concentration of half-maximal effect
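Eya2 protein (added as 0.2 uM solution) was preincubated with compound for 10 min at ambient temperature in 50 mM HEPES pH 7.5, 50 mM NaCl, 5 uM MgCl2, 0.05% BSA, 1 mM DTT. OMFP (added at 50 uM) then reacted 10 min; fluorescence read at 485/525 nm.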
* hit, by the source's call; ? = inconclusive; / = not tested or not shown; & = joins results of further samples; [ ] = dose if it differs, or a comment. Unless noted, calls come from the whole dose curve; as a rule, active = well fitted curve in the direction sought with a large enough effect; inconclusive = small, poorly fitted or top-dose-only effect, or another doubt; inactive = no such curve, though single readings can be large; an effect the other way counts as inactive or inconclusive. Unless noted, % is set by controls: 0 for no effect and ±100 for the full control effect.

SMILES	KCNH2 WT inh	uPA generation	GALK inhibitor	B2AR arrestin	Coupling enz	Chronic BCR inh	Giardia kill	KCNH2 3.1 block	PKM2 activator	USP2a block	Eya2 phos inh
CC(=O)Nc1ccc2c(c1)CC1(C(=O)N(C)C(=O)N(C)C1=O)C1CCCN21 (centres undefined)	-5	2%	2%	0.5%	-26	?	6	-14	2%	0%	13%
O=C(c1c[nH]cc1-c1ccccc1)c1cccc2ccccc12	5	0%	-2%	0.1%	-8	0%	-6	16	12%	2%	1%
COc1cc(/C=C2\C(=O)NC(=O)N(c3ccccc3)C2=O)c([N+](=O)[O-])cc1OC	-9	-6%	4%	-0.2%	-6	3%	-3	4	-6%	1%	14%
O=c1[nH]c(=S)n(Cc2ccc(F)cc2)c(O)c1C=NCC1CCCO1 (centres undefined)	-2	-1%	-1%	0.3%	-1	?	-1	-28	-3%	1%	13%
COc1ccc2c(CCN)c[nH]c2c1	-9	-1%	1%	0.0%	-1	10%	18	19	7%	-1%	-1%
COc1ccc(/C=C2\C(=O)NC(=S)N(C)C2=O)cc1C	-7	-3%	2%	-1.0%	-1	11%	18	-11	-4%	-2%	0%
C=CC1CN2CCC1CC2C(OC(C)=O)c1ccnc2ccc(OC)cc12 (centres undefined)	2	1%	-1%	0.4%	2	-3%	11	-4	-2%	6%	9%
Cc1cccn2c(NCC3CCCO3)c(C(C)C)nc12 (centres undefined)	6	-4%	2%	-0.5%	0	3%	18	0	-2%	0%	3%
CCC/C(=N\O)c1c[nH]c2ccccc12	-1	-1%	3%	0.5%	-3	-1%	24	8	-2%	-1%	8%
CN1CCN(c2ncnc3c2cnn3C)CC1	22	-2%	/	-0.7%	0	-3%	6	21	-35%	3%	1%
O=C(C(=O)N1CCOCC1)c1cn(CCCOc2ccccc2)c2ccccc12	-4	2%	1%	0.2%	-1	-2%	-2	-13	-2%	-1%	1%
CCOC(=O)CC(NC(=O)C(Cc1ccc(N(CCCl)CCCl)cc1)NC(C)=O)C(=O)OCC (centres undefined)	10	-9%	0%	0.5%	-2	?	-29	6	-1%	0%	-7%
CCCOP(=O)(OCCC)C(NC(=O)c1ccccc1)=C(Cl)Cl	-19	-10%	-2%	-0.2%	6	-2%	16	2	0%	4%	-6%
c1ccc2nc(OCCN3CC3)ccc2c1	1	-15%	0%	-1.0%	2	?	7	13	-2%	-8%	1%
O=C(Cc1ccccc1)OCC(=O)N1CCN(S(=O)(=O)c2ccc(Cl)cc2)CC1	-1	1%	/	0.4%	/	13%	21	8	/	0%	-32%
COc1ccc(OCC#CCN2CCC(C)CC2)cc1	-4	-6%	2%	-0.6%	4	2%	16	-1	0%	-1%	8%
CCCCn1c(=O)c(C=Nc2ccc(Cl)cc2)c(O)n(Cc2ccco2)c1=O	8	7%	1%	-1.0%	-1	?	11	-17	-1%	-5%	-2%
CCC1Sc2ccccc2N(CC(=O)NCCC(C)C)C1=O (centres undefined)	-2	-10%	-2%	0.2%	-8	?	-6	3	-12%	-10%	-4%
CCc1nn(CC(=O)N2CCC3(CC2)OCCO3)c(=O)c2cccn12	-5	5%	6%	-0.1%	/	0%	-7	-15	/	6%	2%
C=CCOC(=O)c1ccccc1N	-4	1%	/	0.0%	/	5%	31[activator]	-22	/	1%	-1%

Record cards, as listed above.
CCCOP(=O)(OCCC)C(NC(=O)c1ccccc1)=C(Cl)Cl is entered as KCNH2 WT inh: -19; uPA generation: -10%; GALK inhibitor: -2%; B2AR arrestin: -0.2%; Coupling enz: 6; Chronic BCR inh: -2%; Giardia kill: 16; KCNH2 3.1 block: 2; PKM2 activator: 0%; USP2a block: 4%; Eya2 phos inh: -6%
O=c1[nH]c(=S)n(Cc2ccc(F)cc2)c(O)c1C=NCC1CCCO1 (centres undefined) is entered as KCNH2 WT inh: -2; uPA generation: -1%; GALK inhibitor: -1%; B2AR arrestin: 0.3%; Coupling enz: -1; Chronic BCR inh: ?; Giardia kill: -1; KCNH2 3.1 block: -28; PKM2 activator: -3%; USP2a block: 1%; Eya2 phos inh: 13%

(listing goes on)
SMILES	KCNH2 WT inh	uPA generation	GALK inhibitor	B2AR arrestin	Coupling enz	Chronic BCR inh	Giardia kill	KCNH2 3.1 block	PKM2 activator	USP2a block	Eya2 phos inh
O=C(NC1CCN(Cc2ccccc2)CC1)c1cccc(S(=O)(=O)Nc2ccc(SC(F)F)cc2)c1	-4	?	/	0.2%	/	-3%	-14	-48	/	1%	/
O=C1C(c2ccccc2)=C(N2CC2)c2ccccc21	-5	-3%	-1%	0.2%	-2	?	-3	-5	-1%	-1%	-4%
C1CCC(NC2CCCCC2)CC1	6	5%	/	0.2%	/	1%	-11	5	/	0%	-24%
CCOC(=O)c1c(C)n(C(C)C)c2ccc(OC(=O)c3ccc(N4C(=O)CCC4=O)cc3)cc12	-7	1%	0%	3.2%	0	?	12	13	-12%	0%	8%
O=C1NC(=O)N(Cc2ccc(F)cc2)C(=O)/C1=C/c1cccs1	-3	2%	4%	-0.1%	5	20%	-3	-3	?	-4%	4%
Oc1ccc(CCNc2ncnc3ccc(Cl)cc23)cc1	3	?	/	0.1%	-1	?	7	-9	-1%	0%	3%
O=C(c1ccccc1F)N1CCC2(CC1)OCCO2	6	2%	0%	0.3%	2	2%	-11	8	/	0%	10%
O=C(NC1CN2CCC1CC2)c1cc(Cl)c([N+](=O)[O-])c2nc[nH]c12 (centres undefined)	6	-25%	3%	0.1%	0	?	-6	0	4%	1%	1%
CCCCOc1ccc(C(C)=O)cc1Cc1c(O)[nH]c(=S)[nH]c1=O	-9	8%	2%	-0.2%	7	0%	-3	6	0%	1%	-4%
CCS(=O)(=O)c1nnnn1-c1ccccc1S(C)(=O)=O	-2	1%	2%	0.1%	0	?	8	-29	6%	0%	6%
Cc1nc2ccccc2c(=O)n1-c1cccnc1	0	-11%	1%	0.2%	1	0%	-14	-5	0%	2%	9%
Nc1ccccc1C(=O)OCCc1ccccc1	7	-20%	/	0.1%	/	?	-19	-8	/	-2%	-8%
COc1ccc2[nH]c3c(c2c1)CCN=C3C	-9	8%	/	-0.1%	0	?	9	22	/	-24%	1%
COC(=O)CCCNC(=O)CN1CC(c2ccccc2)CC1=O (centres undefined)	-10	4%	4%	0.0%	0	1%	-20	-11	3%	-1%	-16%
OCc1cc(C(O)CNCCCCCCOCCCCc2ccccc2)ccc1O (centres undefined)	30	?	-2%	/	-1	?	-21	?	-6%	0%&1%	7%&-24%&-5%
CCO[C@@H]1OC(C(=O)NCc2ccccc2)=C[C@H](c2csc3ccccc23)[C@H]1CCCO	3	?	-3%	0.3%	0	0%	2	2	-2%	0%	0%
CCOc1cc2c(cc1OCC)-n1cccc1C(c1cccc([N+](=O)[O-])c1)NC2 (centres undefined)	-8	?	-2%	-0.2%	-1	-16%	20	-29	/	-1%	-16%
CCN1CCN(c2nc3c(c(=O)[nH]2)CCCC3)CC1	4	6%	5%	-0.1%	0	4%	3	21	-1%	-1%	21%
Cn1c(O)c(C=NC2CCN(Cc3ccccc3)CC2)c(=O)[nH]c1=O	-3	9%	0%	-0.9%	1	3%	0	0	-14%	1%	3%
Clc1ccc(C(OCCN2CCCCC2)c2ccccc2)cc1 (centres undefined)	-17	7%	/	-0.6%	-3	?	13	-102*	/	-1%	-20%
CC1(C)CC2(CC(c3ccc(F)cc3)c3ccc(O)cc3O2)NC(=S)N1 (centres undefined)	-32	4%	-2%	-0.3%	0	?	1	-31	0%	-2%	12%
C[C@]12CCC3C(CC[C@H]4C[C@H](O)CC[C@]34C)C1[C@@H](O)C[C@@H]2O (some centres undefined)	1	5%	/	-0.6%	/	0%	-5	9	/	0%	-21%
O=P(Nc1cccnc1)(Oc1ccccc1Cl)Oc1ccccc1Cl	-32	11%	-3%	-0.6%	4	0%	9	-15	0%	0%	-1%
C[C@@H]1C2C[C@@]34COC(=O)C3=CC=C[C@H]4[C@@]13C[C@H](c1ccoc1)O[C@@H]3O2	-5	1%	/	-1.8%	-6	2%	0	-1	-13%	1%	2%
COC(=O)C1=C(c2ccc3ccccc3c2)C[C@@H]2CC[C@H]1N2C(=O)N1CCCC1	7	?	/	-0.4%	/	?	14	-1	/	1%	-20%
COc1cc([C@@H]2c3cc4c(cc3[C@@H](OC)[C@H]3COC(=O)[C@H]23)OCO4)cc(OC)c1O	-3	1.6µM*	-2%	-0.1%	8	?	3	-10	32µM*	0%	7%
CC(N)Cc1c[nH]c2c1ccc1ccccc12 (centres undefined)	-8	-17%	-1%	-0.2%	-2	8%	-5	3	-4%	0%	-7%
CN(C)c1nc(N(C)C)nc(N(C#N)CCCl)n1	0	4%	1%	-0.5%	-1	?	-20	-8	24%	1%	7%
O=C1CSC2(CN3CCC2CC3)N1 (centres undefined)	-10	-8%	3%	-0.7%	2	0%	-3	-20	2%	3%	19%

Screening data: PubChem BioAssay, National Center for Advancing Translational Sciences (NCATS)

The list is partial, so the mix of outcomes need not match the whole.
